BLM helicase inh – Bloom syndrome helicase (human) inhibition. P54132. recombinant BLM DNA unwinding, fluorescence dequenching. Potency, µM (doses to about 56.1 µM), inactives show top-dose activity change, negative = inhibition, most hits filed as inhibitors. 350,000 tested, 0.2% active. AID 2528;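 note: plate controls were vehicle for no effect and no enzyme for full effect; nearly all actives have a fitted effect of over 35% in size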
APEX1 inh – APE1 (human) endonuclease inhibition. recombinant APE1, TAMRA/BHQ-2 abasic DNA cleavage fluorescence. Potency, µM (doses to about 65.8 µM), without a hit: at the top dose activity change, negative = inhibition, actives largely listed as inhibitors. 350,000 tested, 0.35% active. AID 2517;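 note: plate controls were vehicle for no effect and reference inhibitor for full effect; nearly all actives have a fitted effect of over 55% in size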
Target sequence (P27695 whole entry, looked up): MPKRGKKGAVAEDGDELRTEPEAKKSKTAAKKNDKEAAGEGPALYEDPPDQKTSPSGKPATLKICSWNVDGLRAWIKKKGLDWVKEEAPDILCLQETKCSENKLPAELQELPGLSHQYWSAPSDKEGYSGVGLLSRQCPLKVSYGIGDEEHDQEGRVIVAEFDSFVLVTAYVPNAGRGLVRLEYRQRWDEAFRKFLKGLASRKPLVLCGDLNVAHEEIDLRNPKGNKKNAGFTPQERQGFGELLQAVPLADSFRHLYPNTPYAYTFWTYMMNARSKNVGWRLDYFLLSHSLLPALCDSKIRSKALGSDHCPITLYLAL
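Readout is kinetic fluorescence (ex 525, em 598 nm) from cleavage of 50 nM TAMRA/BHQ-2 THF abasic duplex by 0.75 nM APE1, compound added 15 min beforehand at RT.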
BAZ2B block – BAZ2B (human) inhibition. Potency, µM (top dose mostly 114 µM), for inactives: at the top dose activity change, negative = inhibition, usual class: inhibitors. 360,000 tested, 4.4% active. AlphaScreen BAZ2B-H3K14Ac peptide displacement. Q9UIF8; note: % is set by controls: 0 for no effect and ±100 for the full control effect; nearly all actives have a fitted effect of over 60% in size
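Protein-peptide AlphaScreen: BAZ2B 50 nM, b-H3K14Ac 50 nM, 1x PBS pH 7.4 + 0.01% Tween-20. Preincubation 30 min RT; cpd 30 min RT (top 110 uM); beads 20 min RT, light-protected.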
JMJD2A Tudor inh – JMJD2A Tudor domain (human) inhibition; O75164; AlphaScreen JMJD2A-Tudor / H3K4me3 peptide binding; Potency, µM (doses to about 114 µM), inactives show top-dose activity change, negative = inhibition, usual class: inhibitors; 390,000 tested, 4.4% active; note: % is set by controls: 0 for no effect and ±100 for the full control effect; nearly all actives have a fitted effect of over 50% in size
POLH inh – blocks human DNA polymerase eta activity | recombinant Pol eta, fluorescent DNA replication assay | Potency, µM (doses to about 114 µM), inactives show at the highest dose activity change, negative = inhibition, usual class: inhibitors | 390,000 tested, 1.2% active | AID 588591; note: % is set by controls: 0 for no effect and ±100 for the full control effect
Target sequence (Q9Y253 whole entry, looked up): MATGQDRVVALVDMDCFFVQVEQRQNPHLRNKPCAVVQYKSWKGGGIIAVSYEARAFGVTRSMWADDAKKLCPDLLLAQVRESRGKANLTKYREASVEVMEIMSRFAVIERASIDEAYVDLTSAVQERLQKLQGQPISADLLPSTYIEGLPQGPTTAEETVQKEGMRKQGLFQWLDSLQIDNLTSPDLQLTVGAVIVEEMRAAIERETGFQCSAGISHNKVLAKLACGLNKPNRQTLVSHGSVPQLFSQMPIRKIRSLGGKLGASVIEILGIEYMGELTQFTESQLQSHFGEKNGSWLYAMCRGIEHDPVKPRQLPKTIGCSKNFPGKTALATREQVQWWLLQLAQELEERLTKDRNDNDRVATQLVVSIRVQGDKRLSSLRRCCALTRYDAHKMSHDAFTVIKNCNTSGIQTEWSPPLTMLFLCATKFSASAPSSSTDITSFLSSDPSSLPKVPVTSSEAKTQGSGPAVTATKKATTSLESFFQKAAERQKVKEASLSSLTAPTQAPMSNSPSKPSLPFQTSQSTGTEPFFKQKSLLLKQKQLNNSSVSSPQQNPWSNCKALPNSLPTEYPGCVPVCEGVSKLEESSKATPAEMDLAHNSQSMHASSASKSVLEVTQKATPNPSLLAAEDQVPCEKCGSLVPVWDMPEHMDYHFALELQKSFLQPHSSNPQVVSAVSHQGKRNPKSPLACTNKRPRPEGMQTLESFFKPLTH
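Pol eta at 10 nM preincubated with compounds 15 min at room temperature; reaction started with fluorescent substrate (50 nM final) and read kinetically at 0 and 10 min.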
POLB inh – inhibitors of human DNA polymerase beta; P06746; Pol beta primer extension/strand displacement, fluorescence kinetic; Potency, µM (highest dose often 114 µM), inactives show at the highest dose activity change, negative = inhibition, usual class: inhibitors; 340,000 tested, 1.3% active; AID 485314; note: % is set by controls: 0 for no effect and ±100 for the full control effect
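10 nM enzyme + cpd, 15 min RT; start with substrate 50 nM final; read 0 min and after 10 min RT. Corrected, normalized data; 4-parameter Hill curve fit.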
POLK inh – DNA polymerase kappa (human) inhibition; purified Pol kappa, fluorescent DNA synthesis assay, 10 min; Potency, µM (highest dose often 107 µM), inactives show top-dose activity, negative = inhibition, hits mostly inhibitors; 400,000 tested, 0.53% active; Q9UBT6; note: % is set by controls: 0 for no effect and ±100 for the full control effect
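Enzyme at 10 nM met test compounds for 15 min at room temperature. Substrate addition (50 nM final) began the reaction, which was monitored by fluorescence at 0 and 10 min.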
G9a inh – inhibitors of human histone lysine methyltransferase G9a | G9a H3K9 monomethylation, AlphaScreen, 2 h | Potency, µM (series often up to 102 µM), without a hit: at the top dose activity, negative = inhibition, usual class: inhibitors | 350,000 tested, 8.8% active; note: % is set by controls: 0 for no effect and ±100 for the full control effect; nearly all actives have a fitted effect of over 75% in size
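Step 1: enzyme (final 20 nM) with compound, 15 min RT. Step 2: substrate peptide 500 nM and SAM 20 uM, 2 h RT. Step 3: anti-H3K9me1 antibody and AlphaScreen beads, 10 min, then plate read.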
Pol iota inh – DNA polymerase iota (human) inhibition. Q9UNA4. Pol iota fluorescent replication assay, 10 min. Potency, µM (top dose mostly 115 µM), inactives show top-dose activity, negative = inhibition, usual class: inhibitors. 390,000 tested, 1% active
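Pol iota at 10 nM preincubated 15 min with compounds at room temperature; reaction started with fluorescent substrate, 50 nM final. Fluorescence read kinetically at 0 and 10 min; buffer-only wells as negative control.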
Active calls of the source: *; ? = inconclusive; . = not tested or not shown; [ ] = remark or other dose. Calls come from the whole dose curve; as a rule, active = well fitted curve in the direction sought with a large enough effect; inconclusive = small, poorly fitted or top-dose-only effect, or another doubt; inactive = no such curve, though single readings can be large; an effect the other way counts as inactive or inconclusive. Potency is the fitted concentration of half-maximal effect. These rows are one share of the data; rates above refer to the full screens.

SMILES	BLM helicase inh	APEX1 inh	BAZ2B block	JMJD2A Tudor inh	POLH inh	POLB inh	POLK inh	G9a inh	Pol iota inh
O=C(NCCc1ccccc1)c1ccco1	1.5%	18.8%	9.9%	-12.8%	-17.9%	7.4%	-3.0%	-2.9%[59 µM]	19.6%
CCCCCC(=O)NNC(=O)c1c(O)c2ccccc2n(CC)c1=O	-9.1%	1.9%	-2.6%	-14.4%	-1.1%	2.7%	-10.6%	-7.0%	-5.5%
Cc1ccc(SCC(=O)OCC(=O)NC(C)c2ccc(F)cc2)cc1 (stereo not given)	.	1.4%	10.9%	-4.2%	-20.3%	.	-15.5%	5.9%[12.7 µM]	-12.7%
Cc1noc(/C=C/c2ccccc2F)c1S(=O)(=O)N1CCC(C(=O)NCC(C)c2ccccc2)CC1 (stereo not given)	-5.9%	.	4.6%	0.0%	2.0%	5.8%	-7.3%[60.1 µM]	3.6%[59 µM]	13.5%
CC(=O)Nc1ccc(NC(=O)C(C)OC(=O)C2CCC2)cc1 (stereo not given)	.	-6.7%	8.9%	-8.3%	-9.6%	.	-17.0%	-3.5%	14.0%
CCOc1cc(/C=C2/C(=O)ON=C2C)ccc1OCc1ccccc1F	-6.7%	-0.5%	?	?	?	8.3%	-17.0%	?	-7.4%
CC(C)(C)OC(=O)C[C@@H]1C/C=C\C[C@H](CC(=O)N[C@H](CO)Cc2ccccc2)C(=O)N2CCC[C@H]2COC1=O	.	-16.2%	.	-9.9%	-6.0%	.	13.6%	.	21.3%
CCCCOc1ccccc1C1C(C(N)=O)=C(C)Nc2nnnn21 (stereo not given)	-1.1%	3.3%	6.4%	6.3%	-14.5%	-6.4%	-4.7%	7.3%[12.7 µM]	8.9%
CCCCNC(=O)N(C)c1nncnc1C(=O)NC	-1.1%	-2.0%	0.3%	-9.6%	4.1%	-0.8%	-13.1%	5.1%[59 µM]	6.6%
Cc1nnc2n(-c3ccccc3)c(=O)c3c4c(sc3n12)CCCC4	3.8%	-4.6%	-26.9%	0.3%	-2.1%	1.4%	6.2%[60.1 µM]	16.6%	24.5%
Cc1cc(C)c2sc(N(CCCN(C)C)C(=O)c3ccc(S(=O)(=O)N(C)C4CCCCC4)cc3)nc2c1	.	-7.6%	?	?	-18.0%	.	1.5%	35.5µM*	11.8%
COc1ccc(C)cc1NC(=O)CCS(=O)(=O)c1cccc2nonc12	-3.4%	3.2%	7.6%	-15.9%	3.4%	13.9%	-21.3%	-1.5%	19.9%
O=C(CN1C(=O)COc2ccc(S(=O)(=O)NC3CCCC3)cc21)NCc1ccccc1Cl	-0.6%	.	3.0%	-15.8%	-10.1%	0.0%	7.2%	5.8%[59 µM]	2.4%
Fc1ccc(CSc2ncnc3c2oc2ccccc23)cc1	-4.0%	4.8%	-1.2%	4.2%	-3.5%	-9.9%	-12.3%	23.2%[59 µM]	19.0%
Cc1csc2nc(-c3cccc(NC(=O)c4ccccc4Cl)c3)cn12	-7.5%	.	-18.0%	-26.6%	-0.7%	2.0%	-3.9%[60.1 µM]	12.1%[59 µM]	?
Cc1cccc(NC(=O)c2ccc([N+](=O)[O-])o2)c1	-5.4%	0.2%	-23.2%	-11.7%	-20.6%	4.6%	-2.6%	-16.1%[12.7 µM]	24.0%
Cn1cccc1/C=C1\SC(=S)N(Nc2ccccc2)C1=O	-10.5%	19.6%	20µM*	?	-17.3%	10.1%	-28.0%	.	6.4%
O=C(CCCN1C(=O)/C(=C/c2ccccc2)SC1=S)N1CCOCC1	-4.6%	-3.8%	39.8µM*	-35.9%	7.1%	2.0%	-6.7%	79.4µM*	53.4%[activator]
COc1cc2c(c(OC)c1OC)C(=O)CO2	.	.	.	-8.9%	0.7%	.	-3.1%	.	48.9%[activator]
COc1cc(C(=O)N2CCN(c3cccc(C)c3C)CC2)cc(OC)c1OC	0.1%	-5.1%	5.2%	-19.0%	?	18.6%	4.8%	?	11.6%
CCCNC(=O)CCC(=O)N1Cc2cccc(OC)c2Oc2ncccc21	1.7%	.	9.0%[57.1 µM]	6.1%	9.8%	26.9%	-1.3%	2.7%[59 µM]	9.1%
Cc1ccc(CC(=O)Nc2ccc([N+](=O)[O-])cc2C)cc1	0.4%	1.8%	11.5%	-0.6%	-17.7%	-3.4%	0.1%	2.9%	47.3%[activator]
COc1cc(Cl)c(NC2=CC(=O)C(=O)c3ccccc32)c(OC)c1	.	26.6%	?	?	56.2µM*	.	-0.8%	?	?
O=C(Nc1ccnn1C1CCN(Cc2ccccc2)CC1)C1CCCC1	1.2%	7.6%	-24.9%	-17.1%	-14.7%	-18.0%	-6.5%	27.2%	-9.2%
CC(C)c1ccc(NC(=O)COC(=O)/C=C/c2cccc([N+](=O)[O-])c2)cc1	-6.3%	?	-1.9%	-0.4%[57.1 µM]	-2.1%	0.1%	-14.5%	?	9.2%
CN(C(=O)c1ccc2c(c1)OCO2)C1(C(=O)NC2CCCCC2)CCCCC1	-0.1%	-1.8%	-1.7%	6.6%	9.2%	-22.4%	-5.2%	-0.4%	-4.0%[58.9 µM]
Cc1ccc(N=C(NO)c2nonc2N)cc1	2.2%	2.9%	7.5%	-4.5%	-3.9%	-4.7%	-4.9%	-32.5%[59 µM]	18.0%
Cc1cccc(NC(=O)c2ccc(Cn3nc(N4CCN(c5ccccc5)CC4)ccc3=O)o2)c1C	-17.8%	.	-29.1%	?	1.7%	-18.5%	-14.8%	?	?
O=C(NCc1ccc2c(c1)OCO2)c1cccc(S(=O)(=O)N2CCCCC2)c1	-3.8%	17.5%	7.2%	-9.0%	-8.6%	7.5%	-10.0%	20.4%[59 µM]	-1.7%
O=C(NCCNC(=O)c1ccccn1)c1ccc(Cl)cc1	3.2%	-5.4%	-1.6%	-21.1%	-22.8%	1.4%	6.1%	-2.7%	110.0%[activator]

Eight structures from above, ordered by molecular weight, largest number first.
SMILES	BLM helicase inh	APEX1 inh	BAZ2B block	JMJD2A Tudor inh	POLH inh	POLB inh	POLK inh	G9a inh	Pol iota inh
Cc1cccc(NC(=O)c2ccc(Cn3nc(N4CCN(c5ccccc5)CC4)ccc3=O)o2)c1C	-17.8%	.	-29.1%	?	1.7%	-18.5%	-14.8%	?	?
O=C(NCc1ccc2c(c1)OCO2)c1cccc(S(=O)(=O)N2CCCCC2)c1	-3.8%	17.5%	7.2%	-9.0%	-8.6%	7.5%	-10.0%	20.4%[59 µM]	-1.7%
CN(C(=O)c1ccc2c(c1)OCO2)C1(C(=O)NC2CCCCC2)CCCCC1	-0.1%	-1.8%	-1.7%	6.6%	9.2%	-22.4%	-5.2%	-0.4%	-4.0%[58.9 µM]
COc1cc(C(=O)N2CCN(c3cccc(C)c3C)CC2)cc(OC)c1OC	0.1%	-5.1%	5.2%	-19.0%	?	18.6%	4.8%	?	11.6%
CCCNC(=O)CCC(=O)N1Cc2cccc(OC)c2Oc2ncccc21	1.7%	.	9.0%[57.1 µM]	6.1%	9.8%	26.9%	-1.3%	2.7%[59 µM]	9.1%
O=C(Nc1ccnn1C1CCN(Cc2ccccc2)CC1)C1CCCC1	1.2%	7.6%	-24.9%	-17.1%	-14.7%	-18.0%	-6.5%	27.2%	-9.2%
COc1cc(Cl)c(NC2=CC(=O)C(=O)c3ccccc32)c(OC)c1	.	26.6%	?	?	56.2µM*	.	-0.8%	?	?
Cc1ccc(CC(=O)Nc2ccc([N+](=O)[O-])cc2C)cc1	0.4%	1.8%	11.5%	-0.6%	-17.7%	-3.4%	0.1%	2.9%	47.3%[activator]

Other structures.
SMILES	BLM helicase inh	APEX1 inh	BAZ2B block	JMJD2A Tudor inh	POLH inh	POLB inh	POLK inh	G9a inh	Pol iota inh
Cc1ccccc1S(=O)(=O)NCc1ccc(N2CCN(C)CC2)cc1	1.5%	0.3%	-9.3%	-8.7%	-5.0%	0.6%	17.7%	4.1%	-11.8%
CCCCOc1ccc(C(=O)NCC(=O)NNC(=O)C2COc3ccccc3O2)cc1 (stereo not given)	.	14.0%	5.8%	0.3%	-22.0%	.	-10.7%	-8.1%[12.7 µM]	?
CCOP(=O)(OCC)c1nc(-c2ccc(Cl)cc2Cl)oc1N1CCOCC1	-3.0%	1.6%	-37.1%	-12.9%	-13.7%	7.0%	2.8%	-5.8%	22.7%
COc1cc(C(=O)O)cc(Br)c1OC1CCCC1	-1.1%	15.9%	-1.6%	-4.7%	-1.5%	32.1%	-10.6%	-32.7%[2.33 µM]	14.7%
OCCCc1cn(-c2ccccc2)c2ccccc12	-8.0%	7.3%	-2.0%	-22.1%	-25.9%	1.4%	-12.5%	5.0%	39.6%[activator]
CC(=O)Nc1ccc(OCC(O)CN2CCN(c3ccccc3Cl)CC2)cc1 (stereo not given)	2.6%	4.7%	10.6%	-22.6%	-10.8%	-0.7%	-5.3%	6.8%[59 µM]	6.7%
O=S(=O)(NCc1cccc(Br)c1)c1ccc(-c2cc(C(F)(F)F)on2)s1	-2.8%	.	2.0%	-13.3%	-9.4%	?	-5.8%	-7.0%[59 µM]	12.3%
CCOC(=O)N1CCN([N+]([O-])=NOc2cc(O/N=[N+](\[O-])N(CC)CC)c([N+](=O)[O-])cc2[N+](=O)[O-])CC1	-7.8%	-6.7%	.	-24.1%	.	.	2.9%	.	40.4%[activator]
CCN1C(=O)CC(C(=O)NCCc2ccc(S(N)(=O)=O)cc2)SC1=Nc1ccc(OC)cc1 (stereo not given)	1.0%	-3.7%	.	-11.0%	-18.0%	25.7%	3.5%	-42.1%	30.4%[activator]
Cc1cccc(CN2C[C@]34C=C[C@@H](C[C@@H]3S2(=O)=O)O4)c1	-1.6%	-0.7%	6.9%	1.4%	-16.2%	-1.7%	15.4%	?	15.5%
CC1(C)C(=O)OC(c2c3ccccc3cc3ccccc23)C(C)(C)C1=O (stereo not given)	-5.2%	-5.5%	54.5%[activator]	118.3%[activator]	-27.9%	3.0%	-8.8%	96.3%[activator]	38.8%[activator]
COc1ccc(/C=N/N=C2/NC(=O)CC(C(=O)O)S2)cc1 (stereo not given)	0.5%	5.0%	2.3%	-9.1%	-17.5%	-12.8%	-2.8%	?	83.3%[activator]
COc1ccccc1CN1C[C@@H]2C[C@@H](c3ccc(C)c(C)c3)N3CCC[C@@]23C1=O	-5.9%	5.8%	-3.7%	-16.8%	-14.7%	11.0%	-1.3%	.	-11.4%

High-throughput results: PubChem, National Center for Advancing Translational Sciences (NCATS)
